# High-throughput results: PubChem BioAssay, Sanford-Burnham Center for Chemical Genomics
# DUSP3 inh: VHR1 (DUSP3) phosphatase inhibition; P51452; recombinant VHR phosphatase, colorimetric substrate read-out; inhibition, % at 20 µM; actives 0.7% (n = 50,000); AID 1992; in the data active = inhibition above about 60%; note: some results filed as inactive read as strong as hits
# Target sequence (P51452 whole entry, looked up): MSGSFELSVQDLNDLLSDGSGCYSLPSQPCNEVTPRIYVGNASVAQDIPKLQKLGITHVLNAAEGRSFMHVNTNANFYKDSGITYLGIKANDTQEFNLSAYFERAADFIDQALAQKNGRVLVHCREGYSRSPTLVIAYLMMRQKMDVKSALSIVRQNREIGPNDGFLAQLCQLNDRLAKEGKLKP
# * hit, by the source's call.
# Start of the data: the first 18 compounds as a preview:
SMILES,DUSP3 inh
CCC1CCc2c(sc(NC(=O)C3CCCC3)c2C(N)=O)C1 (stereo unspecified),-27
O=C(Nc1ccc(Cl)cn1)c1ccc(-c2ccc([N+](=O)[O-])cc2)o1,-18
C=C(C)CC1(O)CC(c2ccccc2)NC(c2ccccc2)C1CC (stereo unspecified),-2
COc1ccccc1CNC(=O)CN(c1ccc(Oc2ccccc2)cc1)S(C)(=O)=O,-2
CCCN(CCC)C(=O)C(CC)c1ccccc1 (stereo unspecified),-2
O=C(/C=C\Nc1ccccc1O)c1ccc2c(c1)OCO2,20
CC(C)(C)C(=O)NC(NC(=S)Nc1ccccc1)C(Cl)(Cl)Cl (stereo unspecified),15
O=C1/C(=C\N2CCOCC2)c2ccccc2C(=O)N1c1ccccc1,-3
O=C(NCCCN1CCOCC1)/C(=C/c1ccc(-c2ccc(Br)cc2)o1)NC(=O)c1ccccc1,-42
COC(C)(C)c1cc(-c2ccccc2)nc(N)n1,-17
CCOC(=O)c1ccc(NCc2cc(Br)ccc2O)cc1,-5
CN(C)c1ccc(/C=C2\SC(=Nc3ccc(O)cc3)NC2=O)cc1,13
C/C(=C\c1ccccc1)c1nc(-c2ccccc2O)n(-c2ccccc2)n1,-3
CCn1cc(/C=C2\C(=O)NC(=O)N(c3ccc(Cl)cc3)C2=O)c2ccccc21,-23
O=C1/C(=C/c2ccc(Cl)c(Cl)c2)SC(=S)N1Cc1ccco1,-2
Nc1nc(-c2ccccc2)cc(N2CCCCC2)n1,2
COc1ccccc1-n1c(SCC(=O)Nc2ccccc2C)nc(O)cc1=O,-7
COC(=O)C1=C(C)NC2=C(C(=O)c3ccccc32)C1c1ccc(-c2ccccc2C(=O)O)o1 (stereo unspecified),-16

# The list itself, repeating the preview:
SMILES,DUSP3 inh
CCC1CCc2c(sc(NC(=O)C3CCCC3)c2C(N)=O)C1 (stereo unspecified),-27
O=C(Nc1ccc(Cl)cn1)c1ccc(-c2ccc([N+](=O)[O-])cc2)o1,-18
C=C(C)CC1(O)CC(c2ccccc2)NC(c2ccccc2)C1CC (stereo unspecified),-2
COc1ccccc1CNC(=O)CN(c1ccc(Oc2ccccc2)cc1)S(C)(=O)=O,-2
CCCN(CCC)C(=O)C(CC)c1ccccc1 (stereo unspecified),-2
O=C(/C=C\Nc1ccccc1O)c1ccc2c(c1)OCO2,20
CC(C)(C)C(=O)NC(NC(=S)Nc1ccccc1)C(Cl)(Cl)Cl (stereo unspecified),15
O=C1/C(=C\N2CCOCC2)c2ccccc2C(=O)N1c1ccccc1,-3
O=C(NCCCN1CCOCC1)/C(=C/c1ccc(-c2ccc(Br)cc2)o1)NC(=O)c1ccccc1,-42
COC(C)(C)c1cc(-c2ccccc2)nc(N)n1,-17
CCOC(=O)c1ccc(NCc2cc(Br)ccc2O)cc1,-5
CN(C)c1ccc(/C=C2\SC(=Nc3ccc(O)cc3)NC2=O)cc1,13
C/C(=C\c1ccccc1)c1nc(-c2ccccc2O)n(-c2ccccc2)n1,-3
CCn1cc(/C=C2\C(=O)NC(=O)N(c3ccc(Cl)cc3)C2=O)c2ccccc21,-23
O=C1/C(=C/c2ccc(Cl)c(Cl)c2)SC(=S)N1Cc1ccco1,-2
Nc1nc(-c2ccccc2)cc(N2CCCCC2)n1,2
COc1ccccc1-n1c(SCC(=O)Nc2ccccc2C)nc(O)cc1=O,-7
COC(=O)C1=C(C)NC2=C(C(=O)c3ccccc32)C1c1ccc(-c2ccccc2C(=O)O)o1 (stereo unspecified),-16
O=C(/C=C/c1ccc(/C=C/C(=O)c2cccc(N3C(=O)C=CC3=O)c2)cc1)c1cccc(N2C(=O)C=CC2=O)c1,-3
Cc1cc(CN2CCOCC2)oc1C(=O)O,3
O=C(Nc1ccc(Cl)c(Cl)c1)c1ccc(I)cc1,-4
CCOC(=O)c1c(NC(=O)c2cccc(Cl)c2)sc(C(=O)Nc2ccccc2C(F)(F)F)c1C,16
COc1ccc(C(=O)NC2CC2)cc1OC,-22
CCCOc1ccc(/C=C2/C(=O)NC(=O)N(c3ccc(OCC)cc3)C2=O)cc1OC,-5
COc1ccc(C2=C/C(=C\c3ccc(OC(C)=O)cc3OC(C)=O)C(=O)O2)cc1,1
O=C1CCCC/C1=C\Nc1ccc([N+](=O)[O-])cc1Br,-38
COc1cc(NC(=O)c2cc(C(F)(F)F)cc(C(F)(F)F)c2)c(OC)cc1NC(C)=O,0
Cc1ccc(-c2nnc3s/c(=C\c4ccccc4)c(=O)n23)cc1,8
N#CC(C(=O)Nc1ccccn1)=C1CCCCCC1,-13
C=CCOc1ccc(/C=C2\C(=O)NC(=S)N(c3ccc(Cl)cc3)C2=O)cc1OC,37
O=C(Cc1ccccc1Cl)c1ccc(O)cc1O,-13
Cc1ccc(C(O)c2nc3ccccc3n2C(C)C)cc1 (stereo unspecified),-6
O=C1OC(c2ccc(Cl)cc2)=C/C1=C\c1ccccc1,18
COC(=O)c1c(C)oc2ccc(NS(=O)(=O)c3cccc([N+](=O)[O-])c3)cc12,-13
CC1=C(C(=O)OCc2ccccc2)C(c2ccccn2)C2=C(CCCC2=O)N1 (stereo unspecified),-8
COc1cc(/C=c2/sc3nc4cc(C)c(C)cc4n3c2=O)ccc1OCc1ccccc1,-16
COc1ccc([N+](=O)[O-])cc1NC(=O)C1CCCCC1C(=O)O (stereo unspecified),4
Brc1ccc(-c2nc(-c3ccccn3)no2)cc1,11
O=C(CC1S/C(=N\N=C2/CCCc3ccccc32)NC1=O)Nc1ccccc1F (stereo unspecified),-1
COc1ccc(S(=O)(=O)N2CCN(C(=O)COc3ccccc3)CC2)cc1,-12
COc1ccc(/C=N/S(=O)(=O)c2cccs2)cc1,8
C=C1c2ccccc2NC(=O)N1c1cccc(Cl)c1,26
CNC(=O)/C(=C/c1cccc([N+](=O)[O-])c1)NC(=O)c1ccc(OC)cc1,-13
CCc1nnc(NC(=O)c2cc(-c3ccc(OC)cc3)nc3ccccc23)s1,-6
Cc1cc(Cl)cc(C(=O)Nc2ccc([N+](=O)[O-])cc2Cl)c1O,-10
COc1ccccc1/C=C/C(=O)c1ccc(-c2ccccc2)cc1,7
O=c1c2ccccc2nc(-c2cccs2)n1-c1cnccn1,-11
CCCCOC(=O)c1ccc(NC(=O)c2ccc(OC)c(Br)c2)cc1,-19
O=C(NN1C(=O)/C(=C/C=C/c2ccccc2[N+](=O)[O-])SC1=S)c1ccccc1Br,17
O=C(NCc1ccco1)c1cc(-c2ccco2)nc2ccccc12,4
O=C(c1ccc(Cl)cc1)c1ccccc1C(=O)N1CCOCC1,11
COC(=O)c1ccc(C(=O)Nc2cc(Cl)ccc2Cl)cc1NC(=O)COc1ccc(F)cc1,-5
COc1ccc(N(CC(=O)NCC(C)C)S(=O)(=O)c2ccc(C)cc2)cc1,-8
COc1ccc(OC)c(NC(=O)c2ccc3c(c2)C(=O)N(c2ccc(Cl)cc2)C3=O)c1,18
O=C(COc1ccccc1)N1N=C(c2ccccc2)CC1(O)C(F)(F)F (stereo unspecified),23
O=C(CCc1ccccc1)N1N=C(c2cccnc2)CC1(O)C(F)(F)F (stereo unspecified),-26
CCC1(c2ccccc2)C(=O)NC(=O)N(C(=O)c2ccccc2Br)C1=O (stereo unspecified),2
O=C(CN(c1ccccc1)S(=O)(=O)c1ccccc1[N+](=O)[O-])Nc1ccc(Cl)cc1,-38
COc1ccc(CCNC(=O)C(=O)Nc2cc(Cl)ccc2C)cc1OC,-30
CCOc1ccccc1NC(=O)C(=O)NCc1ccc(Cl)cc1,-2
# Further structures
SMILES,DUSP3 inh
O=c1c2ccccc2nc(-c2ccccc2)n1-c1ccc(Br)cn1,-1
CN(C)/C=C/C=C/C(=O)c1ccc(/C=C/C=C/N(C)C)o1,22
Cc1ccc(-c2cc(-c3ccc(C)cc3O)[nH]n2)cc1,12
O=C(CCCOc1ccccc1)Nc1cc(C(F)(F)F)ccc1Cl,-1
Cc1ccc(N2C(=O)C(Cl)=C(Nc3ccc(C)c(C)c3)C2=O)c(C)c1,-6
Cc1cc(C)cc(N(CC(=O)NC2CC3CCC2C3)S(=O)(=O)c2ccccc2)c1 (stereo unspecified),-16
O=C(Nc1cccc(Cl)c1Cl)c1cc2nc(-c3ccc([N+](=O)[O-])cc3)cc(C(F)(F)F)n2n1,-10
c1ccc2c(c1)ncn2CCN1CCCCC1,6
COc1ccc(C2C3=C(CC(C)(C)CC3=O)NC3=C2C(=O)CC(C)(C)C3)cc1C(=O)O,-14
CCN(CC)CCCOc1ccc(C)cc1Cl,-21
COc1cc(C(=O)N/N=C/C2CC=CCC2)ccc1O (stereo unspecified),3
CCCOc1ccccc1/C=C1\N=C(c2ccccc2)OC1=O,-18
CC(NC(=O)C(NC(=O)OCc1ccccc1)C(C)C)C(=O)OCc1ccc([N+](=O)[O-])cc1 (stereo unspecified),15
CCOC(=O)C1=NNC2C(=O)N(c3cc(OC)ccc3OC)C(=O)C12 (stereo unspecified),-3
C/C(CCc1ccc2c(c1)OCO2)=N\N=C1/NC(=O)CC(C(=O)N2CCN(c3ccc([N+](=O)[O-])cc3)CC2)S1 (stereo unspecified),1
CCCc1cc(=O)n2[nH]c(-c3ccc(C)cc3)c(C)c2n1,3
CCOC(=O)C(NC(=O)c1ccccc1)=C1CCCCC1,17
Cc1cc([N+](=O)[O-])ccc1-c1ccc(C(=O)Nc2ccc(O)c(-c3nc4ccccc4o3)c2)o1,0
CCOC(=O)c1c(NC(=O)c2ccco2)sc(C(=O)Nc2ccc(OC)cc2OC)c1C,-8
COc1cc(OC)cc(C(=O)Nc2ccc(C)cc2Br)c1,3
COC(=O)CN(c1ccc(OC)cc1)S(=O)(=O)c1ccc(C)cc1,-27
CCOC(=O)c1c(C)n(C)c2ccc(O)c(CN(CC)CC)c12,-16
O=C1/C(=C/c2cn(-c3ccccc3)nc2-c2cccs2)SC(=S)N1C1CCS(=O)(=O)C1 (stereo unspecified),3
O=C(Nc1cccc(O)c1)c1cccc(NC(=O)c2ccc(Cl)c(Cl)c2)c1,-4
O=C(c1c(Cl)cccc1Cl)N1CCN(c2ccc(F)cc2)CC1,44
CC(=O)N1CCN(c2cc(N3CCC(C)CC3)c(F)cc2[N+](=O)[O-])CC1,-29
CCOC(=O)C1=C(O)CSC1=Nc1cccc2ccccc12,10
O=C(Nc1cccc(Cl)c1)c1cccc(NC(=O)c2ccco2)c1,-17
O=C(Oc1ccc([N+](=O)[O-])cc1)c1cc(S(=O)(=O)N2CCCCC2)c(Cl)cc1Cl,-16
CC(=O)Nc1cccc(/C(C)=N/N=C2/NC(=O)C(CC(=O)Nc3ccc(C)c(Cl)c3)S2)c1 (stereo unspecified),5
NS(=O)(=O)c1ccc(CNC(=O)c2ccc(Cl)cc2[N+](=O)[O-])cc1,-21
COC(=O)C(=C/C(C)=C/N1CCOCC1)C(=O)OC,-4
CC(C)Oc1ccccc1NC(=O)c1ccc(F)c2ccccc12,9
COc1ccc(NC(=O)c2ccco2)cc1,-10
Cc1ccc(OCc2nc(-c3ccc([N+](=O)[O-])cc3)no2)c(Br)c1,-12
COC(=O)C1=CNC=C(C(=O)OC)C1c1cc(OC)c(Br)cc1OC,-5
CN1C(=O)NC(=O)/C(=C/c2ccc(OCC(=O)O)cc2)C1=O,-3
CC1CCCCN1C(=O)c1cc(-c2ccccc2)nc2ccccc12 (stereo unspecified),5
Cc1[nH]n(-c2ccccc2)c(=O)c1/C=C1\C=c2ccccc2=N1,20
COC(=O)c1ccccc1NC(=O)CN(c1cccc(Br)c1)S(=O)(=O)c1ccccc1,-19
COc1ccccc1CNC(=O)C(=O)Nc1cccc(Cl)c1,-10
O=C(O)[C@@H]1C2CCCCC2=C2CCCCC2[C@@H]1C(=O)O (stereo partly specified),-11
COc1cc(CN2CCN(C(=O)Cc3ccccc3)CC2)cc(OC)c1O,54
Cc1ccc(S(=O)(=O)/N=C/c2ccc(Cl)cc2Cl)cc1,-7
O=C(Nc1c(C(=O)N2CCOCC2)cnn1-c1ccccc1)c1cccs1,-11
Nc1nnc(-c2ccc(C(=O)O)cc2)s1,27
O=C(COc1ccc(Cl)cc1Cl)Nc1ccc2c(c1)OCO2,-5
COc1ccccc1NC(=O)C1=C(C)NC(=O)NC1c1cccc(Cl)c1 (stereo unspecified),3
CCOc1ccc(NC(=O)CC2S/C(=N\N=C\c3ccc(O)c(OC)c3)NC2=O)cc1 (stereo unspecified),-22
O=C(Nc1ccccn1)C1CC(=O)N(c2ccc(Br)cc2)C1 (stereo unspecified),8
COc1ccc(C(=O)c2ccc(Br)c([N+](=O)[O-])c2)cc1,-12
CC(=O)Oc1ccc(-c2cccc(C(=O)Nc3ccccc3Cl)c2)cc1,-9
COc1ccc(/C(O)=C2\C(=O)C(=O)N(CCc3ccccc3)C2c2ccccc2F)cc1 (stereo unspecified),-24
O=c1/c(=C/c2cc(Cl)ccc2OCc2ccccc2F)sc2nc3ccccc3n12,58
O=C(Nc1ccc(S(=O)(=O)N2CCCCCC2)cc1)c1ccco1,7
CC1=C(C(=O)OC(C)C)C(c2coc3ccc(C)cc3c2=O)C2=C(CC(C)(C)CC2=O)N1 (stereo unspecified),9
COc1ccc(C(=O)CSc2ncn[nH]2)cc1,-3
CCOC(=O)c1nnsc1NC(=O)Nc1ccccc1,-3
O=[N+]([O-])c1cccc(S(=O)(=O)N2CCCC2)c1,-14
COC(=O)C1=CN(Cc2ccc(OC)cc2)C=C(C(=O)OC)C1c1ccc2c(c1)OCO2,-3
# Going on with the list.
SMILES,DUSP3 inh
O=C(CNC(=O)/C(=C\c1ccccc1F)NC(=O)c1ccccc1)OCc1ccccc1,-4
CCOc1cc(/C=C2\C(=O)N(c3ccc(S(N)(=O)=O)cc3)N=C2C)cc(Cl)c1O,0
COC(=O)c1c(NC(=O)/C=C/c2ccco2)sc(C)c1C,-2
Cc1cc(C(=O)Nc2ccc(NC(=O)C(=O)O)cc2)c(C)o1,14
CSC1=C(C#N)C(c2cccs2)CC(=O)N1 (stereo unspecified),-10
COc1ccc(OCC(=O)N2c3ccccc3CCc3ccccc32)cc1,-3
CN(C)c1ccc(/C=N/n2cnnc2SCc2ccccc2)cc1,-21
CC(C)c1ccc(N2C(=O)NC(=O)/C(=C/c3cccc([N+](=O)[O-])c3)C2=O)cc1,6
Cc1ccc(-c2nc(N)sc2-c2ccc([N+](=O)[O-])cc2)cc1,-25
O=C1NC(=O)N(c2ccccc2)C(=O)/C1=C\c1cccn1-c1ccc([N+](=O)[O-])cc1,25
Cc1ccc(-c2csc(NC(=O)CCCC(=O)O)n2)cc1,-21

# An excerpt; rates above refer to the full screens.
